PGK inhibitor = qHTS Assay to Find Inhibitors of Phosphoglycerate Kinase | Phosphoglycerate kinase, glycosomal (Trypanosoma brucei brucei), P07378 | PGK/GAPDH coupled, Kinase-Glo luminescence, 60 min | Potency, µM (series often up to 57.5 µM), for inactives: at the top dose activity change, negative = inhibition, hits mostly inhibitors | hit rate 0.043% among 380,000 | AID 602233, 2012; further: potency means the concentration at half of the fitted maximal effect; on the % scale 0 is the no-effect control and ±100 the full control effect; nearly all actives have a fitted effect of over 60% in size
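Recombinant glycosomal PGK reaction used 1,3-bisphosphoglycerate generated in-well by GAPDH (100nM final) in 100mM TEA pH 7.6, 5mM MgCl2, 0.01% Tween-20. After 60 minutes at room temperature, ATP was read by Kinase-Glo Plus luminescence end-point.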
G9a inh = qHTS Assay for Inhibitors of Histone Lysine Methyltransferase G9a; hit rate 8.8% among 350,000; Potency, µM (doses to about 102 µM), inactives show at the top dose activity, negative = inhibition, most hits filed as inhibitors; G9a H3K9 monomethylation, AlphaScreen, 2 h; AID 504332, 2011; further: potency means the concentration at half of the fitted maximal effect; on the % scale 0 is the no-effect control and ±100 the full control effect; nearly all actives have a fitted effect of over 75% in size
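G9a (20 nM) was preincubated 15 min with compound, then reacted 2 h at room temperature with 500 nM biotin-H3K9 peptide and 20 µM SAM. Monomethyl-H3K9 detected by AlphaScreen using anti-H3K9me1 antibody.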
GLS inhibitor = qHTS for Inhibitors of Glutaminase (GLS); GLS enzymatic activity, qHTS titration; hit rate 0.21% among 410,000; Potency, µM (top dose mostly 45.5 µM), for inactives: top-dose activity change, negative = inhibition, usual class: inhibitors; Glutaminase kidney isoform, mitochondrial (Homo sapiens), O94925; further: potency means the concentration at half of the fitted maximal effect; on the % scale 0 is the no-effect control and ±100 the full control effect
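Compounds were pin-transferred onto hKGA, after which L-glutamine (1 mM solution) and a detection mix of glutamate oxidase, HRP and Amplex Red were added. Initial and 30 min RT fluorescence reads were collected.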
Pin1 inhibitor = qHTS Assay to Find Inhibitors of Pin1. hit rate 0.009% among 390,000. Potency, µM (titrated, usually from 115 µM), without a hit: at the highest dose activity, negative = inhibition, most hits filed as inhibitors. Pin1 FP peptide displacement, HiFluor488, 10 min. AID 504891, 2011. Peptidyl-prolyl cis-trans isomerase NIMA-interacting 1 (Homo sapiens), Q13526; active means well fitted inhibition curve with a large enough effect in the polarisation, with a control signal flat, not every such curve was filed as active; inconclusive means small, poorly fitted or top-dose-only effect, or effect the other way, or a change in a side signal; inactive means no such curve, though single readings can be large or run the other way; the % refers to the polarisation; further: potency means the concentration at half of the fitted maximal effect; on the % scale 0 is the no-effect control and ±100 the full control effect
Target sequence (Q13526 whole entry, looked up): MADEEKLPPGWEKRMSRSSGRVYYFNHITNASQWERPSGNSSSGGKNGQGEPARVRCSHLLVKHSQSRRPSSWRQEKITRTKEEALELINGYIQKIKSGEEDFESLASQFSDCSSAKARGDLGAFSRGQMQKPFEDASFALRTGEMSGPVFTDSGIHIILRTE
BAZ2B block = qHTS Assay for Inhibitors of BAZ2B; Potency, µM (series often up to 114 µM), inactives show at the highest dose activity change, negative = inhibition, usual class: inhibitors; AID 504333, 2011; Bromodomain adjacent to zinc finger domain protein 2B (Homo sapiens), Q9UIF8; hit rate 4.4% among 360,000; AlphaScreen BAZ2B-H3K14Ac peptide displacement; further: potency means the concentration at half of the fitted maximal effect; on the % scale 0 is the no-effect control and ±100 the full control effect; nearly all actives have a fitted effect of over 60% in size
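Inhibition is scored as reduced AlphaScreen emission. The BAZ2B/b-H3(5-23)K14Ac complex (50 nM each) in PBS pH 7.4, 0.01% Tween-20 meets compound (up to 110 uM) for 30 min at RT before bead addition.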
POLH inh = qHTS for Inhibitors of Polymerase Eta; DNA polymerase eta (Homo sapiens), Q9Y253; recombinant Pol eta, fluorescent DNA replication assay; Potency, µM (series often up to 114 µM), without a hit: top-dose activity change, negative = inhibition, hits mostly inhibitors; hit rate 1.2% among 390,000; further: potency means the concentration at half of the fitted maximal effect; on the % scale 0 is the no-effect control and ±100 the full control effect
Target sequence (Q9Y253 whole entry, looked up): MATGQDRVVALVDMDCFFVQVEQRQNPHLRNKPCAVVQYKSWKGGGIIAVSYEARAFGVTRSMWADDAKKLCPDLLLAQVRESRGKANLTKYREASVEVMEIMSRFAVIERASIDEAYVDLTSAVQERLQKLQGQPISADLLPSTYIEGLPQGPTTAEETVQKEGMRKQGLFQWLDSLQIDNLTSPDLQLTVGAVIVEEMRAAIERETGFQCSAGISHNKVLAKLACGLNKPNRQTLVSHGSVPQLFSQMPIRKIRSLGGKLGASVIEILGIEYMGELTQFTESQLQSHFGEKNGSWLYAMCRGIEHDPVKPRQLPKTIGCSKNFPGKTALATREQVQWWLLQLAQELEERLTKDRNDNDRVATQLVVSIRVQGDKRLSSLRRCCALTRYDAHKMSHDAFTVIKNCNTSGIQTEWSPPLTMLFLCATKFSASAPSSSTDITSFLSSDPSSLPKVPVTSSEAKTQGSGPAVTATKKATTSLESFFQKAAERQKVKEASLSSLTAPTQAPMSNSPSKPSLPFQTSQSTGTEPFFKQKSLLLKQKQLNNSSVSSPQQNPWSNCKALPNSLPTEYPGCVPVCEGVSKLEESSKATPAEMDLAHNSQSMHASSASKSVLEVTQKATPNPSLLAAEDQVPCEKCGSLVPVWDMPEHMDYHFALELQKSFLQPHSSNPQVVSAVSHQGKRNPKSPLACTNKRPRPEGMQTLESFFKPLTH
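Fluorescent replication assay: 50 nM final substrate added after a 15 min room-temperature compound preincubation with 10 nM enzyme. Signal taken at 0 min and again at 10 min.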
PI4K2A inh = qHTS for small molecular inhibitors of PI4K2A; Phosphatidylinositol 4-kinase type 2-alpha (Homo sapiens), Q9BTU6; purified PI4K2A, ADP-Glo luminescence, 1 h; active compounds read low; activity change, negative = inhibition, % at 76.9 µM; hit rate 0.13% among 420,000; AID 1346378, 2018; in the data active means activity change below about -50%; inconclusive means mostly about -30% to -49%;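 further: -100% = wells without enzyme as full effect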
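In this quantitative HTS, ADP production by PI4K2A was quantified luminescently after 1 h at ambient temperature; 100 microM adenosine served as plate-quality control.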
HP1b binding inh = HTS for Inhibitors of HP1-beta Chromodomain Interactions with Methylated Histone Tails | Chromobox protein homolog 1 (Homo sapiens), P83916 | AlphaScreen HP1-beta / biotin-H3K9me3 peptide binding | Potency, µM (highest dose often 114 µM), for the others: top-dose activity change, negative = inhibition, most hits filed as inhibitors | hit rate 0.56% among 390,000 | AID 540317, 2011; further: potency means the concentration at half of the fitted maximal effect; nearly all actives have a fitted effect of over 70% in size; inactives centre near 23
Target sequence (P83916 whole entry, looked up): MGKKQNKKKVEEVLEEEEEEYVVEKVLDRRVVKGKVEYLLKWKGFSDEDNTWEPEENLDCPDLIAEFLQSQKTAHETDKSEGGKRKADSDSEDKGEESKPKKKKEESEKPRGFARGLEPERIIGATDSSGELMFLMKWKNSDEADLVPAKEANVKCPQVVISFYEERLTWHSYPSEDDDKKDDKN
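Compound inhibition of the preformed complex between 50 nM HP1-beta and 50 nM biotinylated H3K9me3 peptide was read by AlphaScreen. Buffer was PBS pH 7.4 with 0.01% Tween-20. Incubations ran 30 min at room temperature, with 10 ug/mL donor/acceptor beads.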
JMJD2A Tudor inh = qHTS Assay for Inhibitors of JMJD2A-Tudor Domain | Lysine-specific demethylase 4A (Homo sapiens), O75164 | AlphaScreen JMJD2A-Tudor / H3K4me3 peptide binding | Potency, µM (doses to about 114 µM), inactives show top-dose activity change, negative = inhibition, actives largely listed as inhibitors | hit rate 4.4% among 390,000 | AID 504339, 2011; further: potency means the concentration at half of the fitted maximal effect; on the % scale 0 is the no-effect control and ±100 the full control effect; nearly all actives have a fitted effect of over 50% in size
* = called active by the depositor; i = inactive; ? = inconclusive; . = no result given; [ ] = another dose, or the depositor's remark. Unless noted, the call rests on the fitted dose curve; in most records, active means well fitted curve in the direction sought with a large enough effect; inconclusive means small, poorly fitted or top-dose-only effect, or another doubt; inactive means no such curve, though single readings can be large; an effect the other way counts as inactive or inconclusive.

Below each compound: PI4K2A inh, PGK inhibitor, JMJD2A Tudor inh, HP1b binding inh, Pin1 inhibitor, G9a inh, POLH inh, BAZ2B block, GLS inhibitor
- O=C(COc1cccnc1[N+](=O)[O-])Nc1ccc(Cl)c(S(=O)(=O)N2CCOCC2)c1
 : -9, i, -15%, 4%, -1%, 2%, -20%, -13%, 3%
- COC(=O)CNC(=O)CCC(=O)N1CCN(C(c2ccccc2)c2ccccc2)CC1
 : 0, 0%, -4%, 50%[activator], 0%, 1%, -8%, -17%, -7%
- Cc1cc(Oc2cc(NN3CCCCC3)c([N+](=O)[O-])cc2[N+](=O)[O-])c(C(=O)c2ccccc2)cc1Cl
 : -2, -1%, ?, -16%, -2%, ?, -2%, ?, -1%
- CC1CCN(C(=O)COC(=O)CCCN2C(=O)c3cccc4cccc(c34)C2=O)CC1
 : 0, -4%, -13%, 27%, 1%, 20%, -16%, -15%, -3%
- CCOC(=O)N1CCC(NC(=O)CN2C(=O)CCSc3ccccc32)CC1
 : 0, -10%, -4%, 44%[activator], 5%, -26%, -14%, -2%, -2%
- Cc1onc(-c2ccccc2Cl)c1C(=O)N1CCc2ccccc21
 : -2, -1%, -10%, 28%, -6%, -22%[59 µM], 0%, -6%, 6%
- O=S(=O)(NCC1OCCc2ccccc21)c1ccccc1 (stereo not drawn)
 : -9, -13%, -7%, ?, 1%, -25%[2.33 µM], -5%, -19%, -2%
- N#CC1=C(N)N(c2ccccc2)C(=O)C1
 : -8, 3%, 1%, 23%, -4%, ?, -15%, -38%, 9%
- N#C/C(=C\c1ccccc1Cl)C(=O)Nc1ccccn1
 : 3, 5%, -14%, 39%, -12%, -16%, 5%, 2%, 57%[activator]
- CC1CCc2nc(NC(=O)Nc3ccc4c(c3)OCO4)sc2C1 (stereo not drawn)
 : -5, -10%, -11%, 26%, 0%, ?, -17%, -5%, -15%

Additional structures
Below each compound: PI4K2A inh, PGK inhibitor, JMJD2A Tudor inh, HP1b binding inh, Pin1 inhibitor, G9a inh, POLH inh, BAZ2B block, GLS inhibitor
- COc1cccc(CN2CCN(c3nc4nonc4nc3NC3CC3)CC2)c1
 : 2, 1%, -17%, 10%, ?, 3%, -1%, -25%, 15%
- O=C(OC(C(=O)NCC1CCCO1)c1ccc(F)cc1)c1cccs1 (stereo not drawn)
 : -2, -9%, -6%, 23%, -5%, 27%[59 µM], -3%, -1%, -7%
- COc1ccc(NC(=O)Cn2nnc3sc4c(c3c2=O)CCC(C)C4)c(OC)c1 (stereo not drawn)
 : -5, i, -30%, 21%, 64%[activator], 5%[59 µM], ?, -23%, 12%
- COC(=O)NNC(=O)c1ccccc1C
 : 4, -5%, -18%, -2%, 2%, 32%[59 µM], 7%, 4%, 7%
- O=C(CN1C(=O)c2ccccc2C1=O)NC1CCCCC1
 : 3, -5%, -6%, 48%[activator], -1%, -2%[12.7 µM], -8%, 0%, -8%
- CN(C(=O)c1cccc(NC(=O)Cc2ccc(NC(=O)C3CCCN(C(=O)CCc4ccccc4)C3)cc2)c1)C1CCCCC1 (stereo not drawn)
 : 0, -12%, -22%, 22%, 65%[activator], ., -18%, ., 2%
- COc1ccc(N/C=C/C(=O)c2sc(-c3ccccc3)nc2C)cc1
 : -1, 0%, -2%[57.1 µM], 12%, ?, -13%, -15%, -31%, 15%
- CCC(C)NC(=O)c1c(N)n(/N=C/c2ccccn2)c2nc3ccccc3nc12 (stereo not drawn)
 : -9, -5%, -34%, 16%, 2%, 50µM*, -22%, -37%, 0%
- O=C1CN(C(=O)COC(=O)CCc2ccccc2O)c2ccccc2N1
 : -9, -8%, -5%, 26%, 21%, ., -11%, ., -11%
- CC(=O)c1cccc(NC(=O)NC2CCCCC2)c1
 : 0, -4%, -4%, 9%, 3%, 21%[59 µM], -16%, 11%, 6%

Remaining list, next part.
Below each compound: PI4K2A inh, PGK inhibitor, JMJD2A Tudor inh, HP1b binding inh, Pin1 inhibitor, G9a inh, POLH inh, BAZ2B block, GLS inhibitor
- COc1ccc(/C=N/NC(=O)CCc2nc3ccccc3[nH]2)cc1
 : 1, 0%, -19%, 5%, 3%, 8%[59 µM], -4%, 2%, 12%
- O=C(Nc1cccc(C(=O)N2CCN(c3ccc(Cl)cc3)CC2)c1)c1nsc2ccccc12
 : -1, i, -24%, 5%[57 µM], 14%, -28%[59 µM], -9%, -4%, 2%
- COc1cc2c(cc1OC)CN(c1ccc(-c3ccccc3OC)nn1)CC2
 : -5, i, -31%, -16%, ?, 4%[12.7 µM], ?, -6%, 4%
- Cc1ccc(C)c(NC(=O)Cc2csc(-c3ccccc3)n2)c1
 : 1, -4%, -17%, 8%, -2%, ?, -1%, -7%, 5%
- COC(=O)c1sccc1NC(=O)Nc1ccc(C)c(C)c1
 : -19, ?, 5%, 51%[activator], 4%, ?, -21%, -19%, -6%
- COc1ccc([C@H]2N[C@]3(CCCN(Cc4ccc(C)cc4)C3=O)[C@H]3C(=O)N(C)C(=O)[C@@H]23)cc1
 : 5, -10%, ., ., ., ., 3%, ., -1%
- COc1ccc(OCC(=O)N2CCN(C(=O)c3ccc(OC)cc3)CC2)cc1
 : 4, 2%, -4%, 28%, 0%, 0%[59 µM], -8%, 4%, 4%
- Cc1cc(C)cc(N2CC(c3nc(-c4cccc(Cl)c4)no3)CC2=O)c1 (stereo not drawn)
 : 0, 3%, 14%, 58%[activator], 4%, 39%[59 µM], -17%, 2%, 3%
- COc1cc(-c2cc(C(=O)O)c3cc4c(cc3n2)OCCO4)cc(OC)c1OC
 : -2, 6%[11.5 µM], 0%, 33%, -5%, 6%[59 µM], 4%, 6%, 8%
- Cc1nc(NC(=S)NC(=O)c2cccs2)ccc1Br
 : 1, -6%, -8%, 28%, -1%, -12%, -21%, -6%, 3%

Exported as tab-separated lines: part of the list above
canonical_smiles	PI4K2A inh	PGK inhibitor	JMJD2A Tudor inh	HP1b binding inh	Pin1 inhibitor	G9a inh	POLH inh	BAZ2B block	GLS inhibitor
Cc1cc(C)cc(N2CC(c3nc(-c4cccc(Cl)c4)no3)CC2=O)c1 (stereo not drawn)	0	3%	14%	58%[activator]	4%	39%[59 µM]	-17%	2%	3%
COc1cccc(CN2CCN(c3nc4nonc4nc3NC3CC3)CC2)c1	2	1%	-17%	10%	?	3%	-1%	-25%	15%
O=C(CN1C(=O)c2ccccc2C1=O)NC1CCCCC1	3	-5%	-6%	48%[activator]	-1%	-2%[12.7 µM]	-8%	0%	-8%
O=C(OC(C(=O)NCC1CCCO1)c1ccc(F)cc1)c1cccs1 (stereo not drawn)	-2	-9%	-6%	23%	-5%	27%[59 µM]	-3%	-1%	-7%
CN(C(=O)c1cccc(NC(=O)Cc2ccc(NC(=O)C3CCCN(C(=O)CCc4ccccc4)C3)cc2)c1)C1CCCCC1 (stereo not drawn)	0	-12%	-22%	22%	65%[activator]	.	-18%	.	2%

Additional structures.
Below each compound: PI4K2A inh, PGK inhibitor, JMJD2A Tudor inh, HP1b binding inh, Pin1 inhibitor, G9a inh, POLH inh, BAZ2B block, GLS inhibitor
- CC(C)C[C@@H](CNCC(=O)[C@H](CC(C)C)NC(=O)c1[nH]cnc1C(=O)N[C@@H](C)CN)NC(=O)c1nc[nH]c1C(=O)N[C@@H](Cc1ccccc1)C(=O)O
 : -4, -2%, -29%, 35%, -4%, ., -12%, ., -18%
- Cc1ccc(N(CC(=O)N/N=C/c2ccc(OCC(N)=O)cc2)S(C)(=O)=O)cc1Cl
 : 1, -7%, -3%[11.4 µM], 34%, 5%, ., -30%, -14%, -9%
- CN(C)S(=O)(=O)c1cccc(NC(=O)CNCC2CCCCC2)c1
 : -1, -5%, 22µM*, -28%, -1%, 14µM*, -22%, ?, -8%
- COC(=O)c1ccccc1-c1c2ccc(=N)cc-2oc2cc(N)ccc12
 : -1, -11%, -32%, 29%[57 µM], ?, -10%[12.7 µM], 50µM*, 11%, 0%
- CCOC(=O)c1c(C)[nH]c(C)c1C(=O)COC(=O)c1ccc(S(=O)(=O)C(F)F)cc1
 : 2, -3%, -31%, -1%, ?, ?, -9%, -38%, 0%
- CCOc1ccccc1N(CC(=O)N1CCCCCC1)S(=O)(=O)c1ccc(C)cc1
 : 7, -1%, -5%, 20%, -1%, ., -5%, -2%, 8%
- O=c1cc(-c2ccccc2F)oc2ccccc12
 : 1, 2%, -8%[57.1 µM], 74%[activator], -5%, 9%[59 µM], 8%, 11%, -6%
- Cc1cnc(C(=O)Nc2ccc(S(=O)(=O)NCC(C)C)cc2)cn1
 : -5, -2%, -32%, 15%, 0%, ., -4%, -7%, 3%
- CCOC(=O)C1=C(C)NC(C)=C(C(=O)OCC)C1C(=O)OCC(=O)N1CCc2ccccc21
 : 1, -10%, -11%, 29%, 2%, 22%[59 µM], -13%, ., 3%
- O=C(NCCNC(=O)c1ccc(Br)o1)c1cccnc1
 : 0, -10%, -10%, 26%, -5%, 23%, -19%, -3%, 0%
- COc1ccccc1-c1c(C)oc2c(CN3CCOCC3)c(O)ccc2c1=O
 : 2, 4%, -16%, 23%, 6%, 37%[activator], 5%, 1%, 15%
- COc1ccc(OC)c(/C(O)=C/C(=O)C(=O)Nc2cc(C)cc(C)c2)c1
 : 1, -7%, -24%, 36%, 5%, -11%[59 µM], -4%, 7%, 3%

Not all compounds are listed (hit frequency here may not be typical).
